High-throughput results as filed in PubChem BioAssay.
CHRM5 agonist = agonists of human muscarinic M5 receptor (CHRM5). P08912. CHO-K1 hM5 cells, Fluo-8 calcium fluorescence; 0% DMSO wells, 100% maximal acetylcholine response. activation, % at 3 µM. 360,000 tested, 0.19% active. AID 624037;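 active means activation above the run's mean over test compounds plus 3 SD, cut at about 23% in these data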;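 further: signal is peak over basal fluorescence ratio across the kinetic read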
CRFR2-BP ag = agonists of human CRF-binding protein/CRF-R2 receptor complex | HEK293 CRF-R2/CRF-BP, calcium dye fluorescence (FLIPR); percent of saturating CRF peptide response | activation, % at 13.2 µM | 350,000 tested, 0.46% active | AID 588473;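 active means activation of at least 50%, plus an integration ratio under a set limit after plate pattern correction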;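 further: plate controls were neutral control wells without compound for no effect and CRF at EC100 for full effect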
CRFR2-BP antag = blocks CRF-induced signaling of the CRF-BP/CRF-R2 complex; 350,000 tested, 0.59% active; HEK293 CRF-R2/CRF-BP, CRF-induced calcium fluorescence; AID 588475; inhibition, % at 11.8 µM;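 active means inhibition of the ligand-induced calcium signal above about 50% at the single tested concentration, limit read from the data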
CHRM4 antagonist = blocks acetylcholine activation of human M4 receptor | P08173 | CHO-hM4 cells, ACh EC80, Fluo-8 calcium fluorescence | inhibition, % at 3 µM | 360,000 tested, 0.73% active;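 active means inhibition above its plate's cutoff, the mean inhibition of sample wells plus 3 SD, cut at about 27% in these data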;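 further: 0% = acetylcholine EC80 with DMSO and 100% = DMSO without agonist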
Target sequence (P08173 whole entry, looked up): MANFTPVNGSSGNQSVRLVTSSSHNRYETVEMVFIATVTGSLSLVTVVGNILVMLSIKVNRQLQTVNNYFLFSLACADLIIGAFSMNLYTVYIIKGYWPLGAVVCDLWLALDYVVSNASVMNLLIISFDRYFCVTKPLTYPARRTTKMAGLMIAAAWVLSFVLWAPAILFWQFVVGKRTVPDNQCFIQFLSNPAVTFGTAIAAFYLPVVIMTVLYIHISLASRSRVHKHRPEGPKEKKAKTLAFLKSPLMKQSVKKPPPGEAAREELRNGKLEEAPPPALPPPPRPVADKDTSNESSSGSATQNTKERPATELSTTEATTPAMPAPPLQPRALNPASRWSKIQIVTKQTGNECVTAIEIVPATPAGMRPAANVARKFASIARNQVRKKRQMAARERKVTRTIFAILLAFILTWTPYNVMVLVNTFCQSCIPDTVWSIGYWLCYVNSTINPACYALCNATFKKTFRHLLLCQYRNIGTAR
M4 ag = CHRM4 agonism in calcium assay; CHO-K1 hM4/Gqi5, Fluo-8 calcium fluorescence; vehicle 0%, full acetylcholine response 100%; activation, % at 3 µM; AID 624127; 360,000 tested, 0.14% active;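 active means activation above the run mean over all test wells plus 3 SD, cut at about 32% in these data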;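 further: peak over basal fluorescence ratio per well then scaled between controls; 0% = DMSO wells and 100% = acetylcholine at EC100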
CHRM5 antagonist = blocks acetylcholine activation of human M5 receptor. P08912. CHO-hM5 cells, Fluo-8 calcium fluorescence, ACh EC80. inhibition, % at 3 µM. 360,000 tested, 0.59% active;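 active means inhibition above a per-plate cutoff, the mean of that plate's test compounds plus 3 SD, cut at about 27% in these data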;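 further: 0% = acetylcholine EC80 with DMSO and 100% = DMSO without agonist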
CHRM1 PAM = potentiates human M1 receptor response to acetylcholine. P11229. CHO-K1 hM1, Fluo-8 calcium fluorescence, ACh EC20; 0% = ACh EC20, 100% = maximal ACh. activation, % at 3 µM. 360,000 tested, 0.088% active; in the data active means activation above about 19%, passing the limit was not always enough
Target sequence (P11229 whole entry, looked up): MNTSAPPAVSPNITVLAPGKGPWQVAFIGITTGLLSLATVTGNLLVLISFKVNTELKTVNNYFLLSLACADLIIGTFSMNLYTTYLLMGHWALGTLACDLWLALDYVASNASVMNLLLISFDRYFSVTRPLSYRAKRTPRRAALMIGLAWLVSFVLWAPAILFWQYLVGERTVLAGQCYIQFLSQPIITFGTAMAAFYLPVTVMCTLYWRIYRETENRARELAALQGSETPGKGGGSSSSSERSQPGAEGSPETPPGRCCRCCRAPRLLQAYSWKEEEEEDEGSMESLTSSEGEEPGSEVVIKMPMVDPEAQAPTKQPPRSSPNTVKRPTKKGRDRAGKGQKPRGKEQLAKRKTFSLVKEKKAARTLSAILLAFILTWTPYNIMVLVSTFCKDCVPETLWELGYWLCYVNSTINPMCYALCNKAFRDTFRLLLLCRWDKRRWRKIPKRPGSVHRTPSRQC
M4 PAM = positive allosteric modulators of human muscarinic M4 receptor; AID 624126; CHO-K1 hM4/Gqi5, Fluo-8 calcium fluorescence, ACh EC20; 0% = ACh EC20, 100% = maximal ACh; 360,000 tested, 0.4% active; P08173; activation, % at 3 µM;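 active means activation above its plate's cutoff, the mean activation of sample wells plus 3 SD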; further: some results filed as inactive read as strong as hits
CHRM5 PAM = CHRM5 positive allosteric modulation. CHO-K1 hM5, Fluo-8 calcium, ACh EC20 PAM; 0% = ACh EC20, 100% = ACh EC100. activation, % at 3 µM. 360,000 tested, 0.3% active. AID 624038;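 active means activation above the run cutoff, the mean activation of all test compounds plus 3 SD, cut at about 18% in these data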
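Measured by: Fluo-8 calcium fluorescence; material: human M5 receptor in CHO-K1 cells; schedule: Post-acetylcholine fluorescence recording 140 s; benchmarks: low control EC20 acetylcholine (0%), high control EC100 acetylcholine (100%); read-out: Max/basal fluorescence ratio as % of EC20–EC100 ACh window; compound: single dose, 3 µM nominal final test concentration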
* = called active by the depositor; nt = not tested or not shown.

smiles,CHRM1 PAM,CHRM5 agonist,CHRM5 PAM,M4 PAM,CHRM5 antagonist,M4 ag,CRFR2-BP antag,CHRM4 antagonist,CRFR2-BP ag
COc1cccc(/C(O)=C2/C(=O)C(=O)N(c3cc(C)on3)C2c2cccs2)c1 (stereo unspecified),4,-2,2,3,-8,-1,11,-7,-2.3
O=C(CSc1ccc(-c2cccs2)nn1)N1CCCCC1,-6,0,-7,2,-2,3,-14,2,0.8
Cc1cccc(Nc2ncnc3nc[nH]c23)c1,8,2,-2,4,0,2,-6,-15,0.6
O=C1OC(c2ccccc2)(c2ccc3cc(O)ccc3c2)c2ccccc21 (stereo unspecified),5,-5,-7,3,6,-1,5,-22,1.4
O=C(OC(C(=O)NCc1cccs1)c1ccccc1F)c1ccco1 (stereo unspecified),5,-2,-2,6,2,1,-4,-2,-1.1
COc1ccc(-c2noc(CN3CCCCC3)n2)cc1OC,3,-2,1,17,6,0,18,2,-1.5
CC(C)(C)OC(=O)NCCCCCNC(=O)c1nc[nH]c1C(=O)NCc1ccc(CNC(=O)OC(C)(C)C)cc1,-30,2,-38,-17,33*,34*,9,54*,3.3
CCc1nc(N2CCN(C(=O)CCl)CC2)c2c3c(sc2n1)CC(C)CC3 (stereo unspecified),0,-4,-4,0,12,1,2,0,-0.6
CC(C)(C)NC(=O)N1CCn2cccc2C1c1ccccc1F (stereo unspecified),4,-7,11,-10,-6,-1,-12,-11,4.5
Cc1cccc(NC(=O)c2ccc(COc3ccc(Cl)cc3Cl)o2)n1,-6,-14,-19,-4,-1,0,-24,-7,5.5
Cc1ccc(-n2nnnc2-c2cccs2)cc1[N+](=O)[O-],-21,-21,-10,-48,1,1,1,21,-2.9
CC1C(=O)C(C)C(c2cccs2)NC1c1cccs1 (stereo unspecified),-1,-12,-3,-1,6,-1,57*,-5,-2.2
Cc1ccccc1CC1(CO)CCCN(Cc2ccn[nH]2)C1 (stereo unspecified),9,-6,12,3,-4,1,-4,-1,7.7
CN(C)/C=N/c1nc2nccc(-c3cccnc3)n2n1,-4,-2,-9,4,-3,2,2,-4,0.2
CCOC(=O)C1=NN(c2ccccc2)C2=NC(C)=C(C(=O)OC)C(c3cccs3)N12 (stereo unspecified),10,0,-1,-1,6,0,75*,7,1.6
CCC(CC)C(=O)Nc1cc(C(=O)OC)cc(C(=O)OC)c1,0,0,0,-3,5,-1,-8,11,-1.8
COc1ccc(CCNC(=O)CCc2cn(C)c3ccccc23)c(OC)c1,6,-4,1,3,0,1,13,-13,-0.1
O=C(NC1CC1)C1CCN(c2nc3ccccc3s2)CC1,3,0,0,8,-7,1,9,-30,-2.2
COc1ccc(C2=NS(=O)(=O)N(C)C(C(=O)Nc3ccc4c(c3)OCO4)=C2)cc1,-6,6,-19,-4,13,12,14,-1,0.8
Cc1ccsc1C1NC(=O)c2ccccc2N1 (stereo unspecified),14,0,8,24,-3,1,-4,-3,-0.2
COc1ccc(C2=NN(C(=O)CN3CCOCC3)C(c3nc4ccccc4[nH]3)C2)cc1 (stereo unspecified),1,-1,-10,-3,15,11,8,-6,-2.7
O=C(CN1CCN(C/C=C/c2ccccc2)CC1)Nc1ccc(F)cc1F,3,-13,3,-11,4,3,0,2,0.1
COc1ccc(N(C)S(=O)(=O)c2ccc3c(c2)CCN3C(=O)C2CC2)c(OC)c1,-17,3,-14,-10,12,26,-4,-2,-0.9
O=C(NC1CC1)c1cccc(NC(=O)c2cnn(-c3ccccc3)n2)c1,-3,11,-14,0,3,26,8,-14,-2.1

Part of the list above in order of formula weight, falling:
smiles,CHRM1 PAM,CHRM5 agonist,CHRM5 PAM,M4 PAM,CHRM5 antagonist,M4 ag,CRFR2-BP antag,CHRM4 antagonist,CRFR2-BP ag
CCOC(=O)C1=NN(c2ccccc2)C2=NC(C)=C(C(=O)OC)C(c3cccs3)N12 (stereo unspecified),10,0,-1,-1,6,0,75*,7,1.6
COc1ccc(N(C)S(=O)(=O)c2ccc3c(c2)CCN3C(=O)C2CC2)c(OC)c1,-17,3,-14,-10,12,26,-4,-2,-0.9
COc1ccc(C2=NS(=O)(=O)N(C)C(C(=O)Nc3ccc4c(c3)OCO4)=C2)cc1,-6,6,-19,-4,13,12,14,-1,0.8
COc1ccc(CCNC(=O)CCc2cn(C)c3ccccc23)c(OC)c1,6,-4,1,3,0,1,13,-13,-0.1
O=C(NC1CC1)c1cccc(NC(=O)c2cnn(-c3ccccc3)n2)c1,-3,11,-14,0,3,26,8,-14,-2.1
O=C(NC1CC1)C1CCN(c2nc3ccccc3s2)CC1,3,0,0,8,-7,1,9,-30,-2.2
Cc1ccccc1CC1(CO)CCCN(Cc2ccn[nH]2)C1 (stereo unspecified),9,-6,12,3,-4,1,-4,-1,7.7

New compounds follow.
smiles,CHRM1 PAM,CHRM5 agonist,CHRM5 PAM,M4 PAM,CHRM5 antagonist,M4 ag,CRFR2-BP antag,CHRM4 antagonist,CRFR2-BP ag
CC(=O)Nc1ccc(S(=O)(=O)Nc2cccc3[nH]ncc23)cc1,6,-1,-2,-5,21,7,-4,4,-1.2
Cc1ccc(C2N(c3ccc(Cl)c(Cl)c3)C(=O)C3CCCN32)o1 (stereo unspecified),0,-2,-8,-6,5,2,1,1,-1.0
CCOC(=O)[C@]12CCCC=C1N(CCC1=CCCCC1)C(=O)[C@H](CC(=O)N1CCN(C(=O)c3ccco3)CC1)C2,nt,4,1,19,-2,8,nt,-15,nt
COc1ccc(Cl)cc1NC(=O)CN(C)C(=O)c1cc(-c2ccncc2)nc2ccccc12,-8,3,-25,-14,27*,33*,-2,13,-2.5
CC(C)Oc1ccc(F)cc1-c1cc(C(=O)Nc2ccc(C(C)(C)C)cc2)[nH]n1,10,1,-3,-5,0,1,nt,-4,nt
COc1ccc(CCN2C(=O)c3ccccc3NC2c2cc(Cl)c(O)c(OC)c2)cc1 (stereo unspecified),3,-4,1,-5,16,10,2,-6,-0.7
CCSc1nnc(NC(=O)c2ccc(Br)s2)s1,-3,2,-3,-2,-7,1,-8,3,7.5
CCn1c(=O)cc(OCC(=O)Nc2ccc(C)cn2)c2ccccc21,4,0,0,-3,-1,1,-1,-1,0.6
CCS(=O)(=O)N1CCCC(C(=O)NCCc2ccc(OC)c(OC)c2)C1 (stereo unspecified),6,-1,3,9,-7,1,-21,0,-3.0
CCOc1ccccc1NC(=O)[C@@H](NC(=O)c1ccccc1F)C(C)C,6,-1,-1,-3,9,1,-11,1,0.1
FC(F)c1nc2ccccc2[nH]1,-4,-1,-1,3,-2,0,19,1,-1.3
CCOC(=O)c1c(NC(=O)COC(=O)c2ccc(C)s2)sc2c1CC(C)(C)NC2(C)C,11,-2,-2,-1,7,9,-4,-13,-0.1

Random excerpt: six entries already listed.
smiles,CHRM1 PAM,CHRM5 agonist,CHRM5 PAM,M4 PAM,CHRM5 antagonist,M4 ag,CRFR2-BP antag,CHRM4 antagonist,CRFR2-BP ag
CC(=O)Nc1ccc(S(=O)(=O)Nc2cccc3[nH]ncc23)cc1,6,-1,-2,-5,21,7,-4,4,-1.2
Cc1ccc(C2N(c3ccc(Cl)c(Cl)c3)C(=O)C3CCCN32)o1 (stereo unspecified),0,-2,-8,-6,5,2,1,1,-1.0
CCSc1nnc(NC(=O)c2ccc(Br)s2)s1,-3,2,-3,-2,-7,1,-8,3,7.5
CCS(=O)(=O)N1CCCC(C(=O)NCCc2ccc(OC)c(OC)c2)C1 (stereo unspecified),6,-1,3,9,-7,1,-21,0,-3.0
COc1ccc(CCN2C(=O)c3ccccc3NC2c2cc(Cl)c(O)c(OC)c2)cc1 (stereo unspecified),3,-4,1,-5,16,10,2,-6,-0.7
CCn1c(=O)cc(OCC(=O)Nc2ccc(C)cn2)c2ccccc21,4,0,0,-3,-1,1,-1,-1,0.6

Further entries:
smiles,CHRM1 PAM,CHRM5 agonist,CHRM5 PAM,M4 PAM,CHRM5 antagonist,M4 ag,CRFR2-BP antag,CHRM4 antagonist,CRFR2-BP ag
O=C(c1ccc(Cl)c(S(=O)(=O)N2CCCCCC2)c1)N1CCN(c2ccc(O)cc2)CC1,-7,6,0,5,-2,11,-7,-5,-0.8
Cc1cccc(Cn2ccc(-c3ccc(Cl)cc3)c(C#N)c2=O)c1,0,-5,11,8,-6,1,23,3,-4.0
C[C@H](NS(=O)(=O)c1ccc(Cl)cc1)C(=O)OCC(=O)Nc1cc(S(=O)(=O)N2CCOCC2)ccc1Cl,16,1,-6,-3,1,8,-6,-2,0.6
COC(=O)Cc1ccc(NC(=S)Nc2ccc(N3CCOCC3)cc2)cc1,1,1,2,7,0,2,6,-14,-2.8
COCCn1nnnc1C(c1cc2c(C)cc(C)cc2[nH]c1=O)N1CCCCCC1 (stereo unspecified),-9,2,-3,-3,-3,1,5,4,-1.5
CC1Cc2ccccc2N1CC(=O)NC(=O)NC1CCCC1 (stereo unspecified),-4,-5,11,18,3,0,-13,-6,-1.6
Cc1ccccc1OCC(=O)OCC(=O)NCC1CCCCC1,9,-4,-5,8,12,0,10,-3,-0.1
N=c1c2c(n(Cc3ccc(Cl)c(Cl)c3)c3c1CCC3)CCCC2,-16,-11,-9,-5,11,1,7,8,-0.9
CCOC(=O)C1(Cc2cccc(OC)c2)CCN(Cc2cnc(N)nc2)CC1,-6,3,-3,-7,3,16,2,5,0.0
CCOC(=O)c1c(C)[nH]c(C(=O)COC(=O)/C=C/c2ccc(OC(F)F)cc2)c1C,8,-1,3,8,-8,1,1,1,2.5
NC(=O)C1(c2ccccc2)CCC(=O)N1c1ccccc1 (stereo unspecified),-1,-2,-14,-7,15,13,5,-14,0.0
COC(=O)c1sccc1NC(=O)/C=C/c1ccc(Cl)cc1,8,-3,-3,-6,-1,0,12,-7,-0.9
CCCN1CCN(CCCNC(=O)c2cc3c(=O)[nH]c4ccc(C)cc4c3s2)CC1,-6,-3,-6,-7,6,-1,-4,1,-0.9
Cn1ccnc1SCC(=O)Nc1ccc2ccccc2c1,-8,0,1,-1,4,0,-5,6,-0.2
C=C(C)COc1ccc(-c2ncncc2-c2ccc(OC)cc2)c(O)c1,-6,-11,-8,-11,7,-1,2,-6,-0.7
c1ccc(C2NCCn3cccc32)cc1 (stereo unspecified),-6,-5,-6,-2,8,0,-9,4,1.6
CC1CCN(S(=O)(=O)c2cccc(C(=O)NCc3ccco3)c2)CC1,6,-3,1,7,-7,1,-8,-15,-1.4
Cc1nc(NCc2ccccc2)sc1C(=O)Nc1ccccc1,10,-3,-4,-4,16,3,-20,2,-5.7
Cc1ccccc1-c1cc2nc(NCc3ccncc3)n(C)c(=O)c2s1,7,-2,-4,2,-1,4,nt,-9,nt
COc1cc(CCC(=O)OCC(=O)Nc2ccc(C(N)=O)cc2)cc(OC)c1OC,8,-3,-6,-1,10,1,-7,0,-0.3
CC(C)CNC(=O)c1c2c(nc3ccccc13)-c1ccccc1CC2,-9,2,-23,-9,16,13,-19,-2,-1.3
CCC/C(O)=C1\C(=O)CCCC1=NCCc1c(C)[nH]c2ccc(C)cc12,3,-3,9,9,1,1,2,1,1.5
Brc1ccccc1/C=N/Nc1nc2ccccc2o1,9,-3,0,6,8,0,5,-1,4.0
